Assay outcomes as filed in PubChem BioAssay.
PKM2 act: increases activity of human pyruvate kinase M2 | P14618 | purified PKM2, Kinase-Glo ATP luminescence, activation; response scale: 0% is enzyme alone, no compound | Potency, µM (series often up to 57.5 µM), inactives show at the highest dose activation, actives largely listed as activators | actives 0.34% (n = 260,000) | AID 1631; note: potency is the fitted concentration of half-maximal effect; % is set by controls: 0 for no effect and ±100 for the full control effect; nearly all actives have a fitted effect of over 55% in size
Target sequence (P14618 whole entry, looked up): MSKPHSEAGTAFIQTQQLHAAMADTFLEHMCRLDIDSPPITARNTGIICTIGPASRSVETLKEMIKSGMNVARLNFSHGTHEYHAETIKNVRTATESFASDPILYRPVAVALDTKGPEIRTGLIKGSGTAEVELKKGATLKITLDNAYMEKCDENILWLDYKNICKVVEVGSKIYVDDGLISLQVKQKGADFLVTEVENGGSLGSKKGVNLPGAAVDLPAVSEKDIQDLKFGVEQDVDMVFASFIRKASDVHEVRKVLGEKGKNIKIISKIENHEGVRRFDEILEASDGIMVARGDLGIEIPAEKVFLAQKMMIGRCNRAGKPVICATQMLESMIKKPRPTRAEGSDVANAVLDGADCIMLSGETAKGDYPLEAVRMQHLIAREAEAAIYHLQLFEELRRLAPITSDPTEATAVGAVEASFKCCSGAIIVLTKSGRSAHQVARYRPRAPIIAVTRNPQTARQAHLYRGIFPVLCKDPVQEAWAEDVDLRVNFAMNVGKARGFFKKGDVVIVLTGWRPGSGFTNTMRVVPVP
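Purified hPK-M2 (>95% pure) converted ADP (0.1 mM final) to ATP with 0.5 mM PEP in 50 mM imidazole pH7.2, KCl, MgCl2, Tween 20, BSA; 1 h at room temperature. ATP detected by Kinase-Glo luminescence.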
Rab9 promoter act: activators of Rab9 promoter; Potency, µM (titrated, usually from 9.22 µM), for the others: top-dose activation, negative = inhibition, hits mostly activators; actives 2.8% (n = 320,000); Huh7 Rab9 promoter-luciferase reporter, luminescence, 24 h; note: potency is the fitted concentration of half-maximal effect; % of control where 0% means no effect; nearly all actives have a fitted effect of over 60% in size
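Huh7 reporter line, Rab9 promoter upstream of luciferase. Compound exposure 24 h at 37 °C in reduced-serum medium with 10% FBS. Read-out: luminescence.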
Giardia killer: kills Giardia lamblia; Giardia lamblia trophozoite viability; activity change, % at 7.66 µM, hits read low; actives 0.15% (n = 340,000); AID 540267; in the data active = activity change below about -80%; inconclusive = between about -30% and that limit;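 note: parasites exposed to compound for two days anaerobically before the ATP read; % is set by controls: 0 for no effect and ±100 for the full control effect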
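Giardia trophozoites, 100 cells per well, were exposed to compounds for 48 hrs at 37 deg C under anaerobic conditions; viability was then read as ATP content by bioluminescence after 15-30 min at room temperature.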
p53 reactivation: mutant p53 re-activation in reporter cells; actives 0.063% (n = 320,000); AID 504706; H1299 p53-A138V BP100-luciferase reporter, luminescence, 24 h; Potency, µM (titrated, usually from 92.2 µM), for inactives: top-dose activity change, positive = activation, usual class: activators; note: potency is the fitted concentration of half-maximal effect; % of control where 0% means no effect; nearly all actives have a fitted effect of over 45% in size
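p53-null H1299 cells stably carrying temperature-sensitive p53-A138V and a BP100-luciferase reporter were pinned with compounds (4-point, 1:5 series) and held 24 hrs at 37 deg C. Luminescence was read 10 min after detection reagent.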
Menin MLL FP TR: menin-MLL binding inhibition, Texas Red mutant peptide; O00255; Menin + Texas Red MLL mutant peptide, fluorescence polarization; Potency, µM (titrated, usually from 61.6 µM), inactives show at the top dose FP activity change, negative = inhibition, most hits filed as inhibitors; actives 0.23% (n = 270,000); AID 1768; active = well fitted inhibition curve with a large enough effect in the polarisation, with a control signal flat, not every such curve was filed as active; inconclusive = small, poorly fitted or top-dose-only effect, or effect the other way, or a change in a side signal; inactive = no such curve, though single readings can be large or run the other way; the % refers to the polarisation; note: potency is the fitted concentration of half-maximal effect; % of control where 0% means no effect; many of its hits are not listed in these tables
NPC1 prom act: activates the NPC1 promoter; Huh7 NPC1 promoter luciferase reporter, 24 h; Potency, µM (doses to about 9.22 µM), for inactives: at the top dose activation, actives largely listed as activators; actives 2.4% (n = 320,000); AID 485313;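 note: potency is the fitted concentration of half-maximal effect; % of control where 0% means no effect; nearly all actives have a fitted effect of over 60% in size; reporter is driven by a mutant NPC1 promoter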
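Quantitative HTS used a cell-based reporter: Huh7 cells stably bearing the NPC1 promoter upstream of luciferase were treated with compounds for 24 h, and promoter activation was read as luminescence.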
FLuc modulator: counter-screen for miR-21 project: firefly luciferase inhibitors or activators; purified FLuc, Km substrates, luminescence inhibition; Potency, µM (top dose mostly 57.5 µM), without a hit: at the highest dose activity change, negative = inhibition, actives largely listed as inhibitors; actives 6.9% (n = 360,000); AID 588342;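 note: potency is the fitted concentration of half-maximal effect; plate controls were vehicle for no effect and reference inhibitor for full effect; nearly all actives have a fitted effect of over 55% in size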
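Purified P. pyralis luciferase, 10 nM final, with Km-level 10 uM D-luciferin and 10 uM ATP in 50 mM Tris acetate pH 7.5, 10 mM Mg acetate, 0.01% Tween-20, 0.05% BSA; 6-point qHTS titration about 60 µM downward; luminescence read.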
BRCA1 expr act: BRCA1 expression activation; Potency, µM (titrated, usually from 46.1 µM), for inactives: top-dose activation, most hits filed as activators; actives 1.1% (n = 380,000); AID 624202; MCF7-BRCA1-FFLuc reporter, luminescence, 48 h; response scale: scaled: vehicle 0%, 10 µM genistein 100%; note: potency is the fitted concentration of half-maximal effect; nearly all actives have a fitted effect of over 80% in size; some results filed as inactive show a strong effect at the top dose
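First, MCF7-BRCA1-FFLuc cells (2000/well) attach for 2 h; next, compounds are pin-added and incubated 48 h at 37 °C; finally, luciferase reagent is added and luminescence read after 15 min.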
RORg inh: blocks mouse ROR gamma transcriptional activity; P51450; AID 2551; actives 5.4% (n = 310,000); Drosophila S2 Gal4-RORgamma UAS-luciferase reporter, 20 h; Potency, µM (doses to about 53.6 µM), for inactives: at the top dose activity change, negative = inhibition, hits mostly inhibitors; note: potency is the fitted concentration of half-maximal effect; % is set by controls: 0 for no effect and ±100 for the full control effect; nearly all actives have a fitted effect of over 60% in size
Target sequence (P51450 whole entry, looked up, the tested form may be a part): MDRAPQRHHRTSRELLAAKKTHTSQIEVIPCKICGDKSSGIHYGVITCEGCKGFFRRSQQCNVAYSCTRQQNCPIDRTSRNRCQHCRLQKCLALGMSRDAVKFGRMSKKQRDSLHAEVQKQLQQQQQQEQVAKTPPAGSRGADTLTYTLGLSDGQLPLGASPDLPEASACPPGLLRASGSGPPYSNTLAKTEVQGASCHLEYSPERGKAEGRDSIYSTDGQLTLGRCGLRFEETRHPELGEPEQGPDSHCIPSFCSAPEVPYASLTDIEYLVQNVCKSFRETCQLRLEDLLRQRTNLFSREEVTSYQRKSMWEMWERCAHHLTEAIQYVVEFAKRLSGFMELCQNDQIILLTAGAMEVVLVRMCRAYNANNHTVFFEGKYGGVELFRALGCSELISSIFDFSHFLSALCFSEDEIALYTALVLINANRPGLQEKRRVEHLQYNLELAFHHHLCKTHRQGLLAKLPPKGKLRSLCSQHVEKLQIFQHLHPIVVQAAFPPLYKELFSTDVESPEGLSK
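Drosophila S2 cells stably expressing Gal4-DBD/mouse RORγ fusion under metallothionein promoter plus UAS-luciferase; compound 1 h, then 700 uM CuSO4 induction for 20 h at ambient temperature; inhibition read as reduced luminescence.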
Gal4-VP16 FLuc: Gal4-VP16 reporter inhibition counter-screen; AID 2546; actives 3.5% (n = 310,000); Drosophila S2 Gal4-VP16 UAS-luciferase, luminescence, 20 h; Potency, µM (titrated, usually from 53.6 µM), for inactives: top-dose activity, negative = inhibition, most hits filed as inhibitors;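 note: Gal4-VP16 expression switched on by copper sulfate through the metallothionein promoter; potency is the fitted concentration of half-maximal effect; % is set by controls: 0 for no effect and ±100 for the full control effect; nearly all actives have a fitted effect of over 50% in size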
ELG1 genotoxic: inducers of genotoxicity in HEK293T ELG1-luciferase cells; HEK293T ELG1-luciferase reporter, luminescence, 16 h; Potency, µM (doses to about 46 µM), inactives show at the highest dose activity change, positive = activation, actives largely listed as activators; actives 1.3% (n = 330,000); AID 504466; note: potency is the fitted concentration of half-maximal effect; % of control where 0% means no effect; nearly all actives have a fitted effect of over 60% in size
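Reporter readout depends on ELG1 protein level, which increases with genetic stress. After 16 hr compound exposure at 37 °C, luciferase activity was quantified using ONE-Glo.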
* = called active by the depositor; & = joins results of further samples. Unless noted, calls come from the whole dose curve; as a rule, active = well fitted curve in the direction sought with a large enough effect; inconclusive = small, poorly fitted or top-dose-only effect, or another doubt; inactive = no such curve, though single readings can be large; an effect the other way counts as inactive or inconclusive. An excerpt, so the mix of outcomes need not match the whole.

What do the screens show for `CC(NS(=O)(=O)c1ccc(OCC(=O)NCc2ccncc2)cc1)c1ccccc1` (configuration not stated)?
PKM2 act: 0%; Rab9 promoter act: 2%; Giardia killer: 8; p53 reactivation: 3%; Menin MLL FP TR: inconclusive; NPC1 prom act: 1%; FLuc modulator: 0%; BRCA1 expr act: -10%; RORg inh: -3%; Gal4-VP16 FLuc: 2%; ELG1 genotoxic: 0%

What do the screens show for `O=C(O)/C=C\C(=O)NCc1cccnc1`?
PKM2 act: -1%; Rab9 promoter act: 9%; Giardia killer: 0; p53 reactivation: 4%; Menin MLL FP TR: -3%; NPC1 prom act: -2%; FLuc modulator: -1%; BRCA1 expr act: -3%; RORg inh: inconclusive; Gal4-VP16 FLuc: -19%; ELG1 genotoxic: -2%

Results for Cc1csc(NC(=O)C2=COCCO2)n1 ?
Rab9 promoter act: 3.5µM*; Giardia killer: -20; p53 reactivation: 23%; NPC1 prom act: inconclusive; FLuc modulator: inconclusive; BRCA1 expr act: 84%; ELG1 genotoxic: inconclusive

Results for COC(=O)c1cccc(C(=O)N2CCCC(C(=O)c3cccc(OC(C)C)c3)C2)c1 (configuration not stated) ?
Rab9 promoter act: -1%; Giardia killer: 13; p53 reactivation: 6%; NPC1 prom act: 1%; FLuc modulator: -1%; BRCA1 expr act: -2%; RORg inh: 12%; Gal4-VP16 FLuc: -2%; ELG1 genotoxic: -1%

What do the screens show for `CC(NC(=O)CN1CCN(Cc2ccc(Cl)cc2)C1=O)c1ccc2c(c1)OCCO2` (configuration not stated)?
PKM2 act: 1%; Rab9 promoter act: -4%; Giardia killer: -17; p53 reactivation: 1%; Menin MLL FP TR: -11%; NPC1 prom act: -10%; FLuc modulator: 6%; BRCA1 expr act: 1%; RORg inh: 16%; Gal4-VP16 FLuc: 3%; ELG1 genotoxic: 0%

How did O=C(NCc1cccc(C(F)(F)F)c1)C1CCC(=O)N(C2CCCCCC2)C1 (configuration not stated) do in these assays?
Rab9 promoter act: 0%; Giardia killer: -18; p53 reactivation: -5%; Menin MLL FP TR: -8%; NPC1 prom act: -6%; FLuc modulator: -2%; BRCA1 expr act: -10%; RORg inh: 27%; Gal4-VP16 FLuc: -1%; ELG1 genotoxic: -3%

How did COc1cccc(-c2ccc3nnc(SCC(=O)Nc4ccc(NC(C)=O)cc4)n3n2)c1 do in these assays?
Rab9 promoter act: -1%; Giardia killer: 5; p53 reactivation: -4%; NPC1 prom act: 2%; FLuc modulator: -1%; BRCA1 expr act: -1%; ELG1 genotoxic: 4%

How did COc1ccc(OCC(=O)Nc2cc(-c3nn(C)c(=O)c4ccccc34)ccc2N2CCOCC2)cc1 do in these assays?
PKM2 act: 16%; Rab9 promoter act: -1%; Giardia killer: 5; p53 reactivation: 1%; NPC1 prom act: -10%; FLuc modulator: -1%; BRCA1 expr act: -26%; RORg inh: 14%; Gal4-VP16 FLuc: -12%; ELG1 genotoxic: -1%

What do the screens show for `CC(Cc1ccccc1)C(=O)NCc1ccncc1` (configuration not stated)?
PKM2 act: -2%&-1%; Rab9 promoter act: -7%; Giardia killer: 7; p53 reactivation: 16%; Menin MLL FP TR: 9%&16%; NPC1 prom act: -4%; FLuc modulator: 1%; BRCA1 expr act: 6%; RORg inh: -14%&11%; Gal4-VP16 FLuc: -6%&9%; ELG1 genotoxic: 2%

What do the screens show for `C/C(=N\Nc1nc(N2CCCCCC2)nc(N2CCCCCC2)n1)c1ccccc1`?
PKM2 act: 1%; Rab9 promoter act: 1%; Giardia killer: 3; p53 reactivation: -7%; Menin MLL FP TR: inconclusive; NPC1 prom act: -5%; FLuc modulator: -12%; BRCA1 expr act: 18%; RORg inh: 3.2µM*; Gal4-VP16 FLuc: -16%; ELG1 genotoxic: -2%

What do the screens show for `CC1(C)SCC(C(=O)O)NC1=O` (configuration not stated)?
PKM2 act: 1%; Rab9 promoter act: 8%; Giardia killer: 18; p53 reactivation: 0%; Menin MLL FP TR: -4%; NPC1 prom act: 0%; FLuc modulator: -5%; BRCA1 expr act: -1%; RORg inh: 3%; Gal4-VP16 FLuc: -2%; ELG1 genotoxic: -3%

How did CC(=O)Nc1ccc(NC(=O)/C=C/c2ccc(Cl)cc2)cc1 do in these assays?
PKM2 act: 0%; Rab9 promoter act: -3%; Giardia killer: -9; p53 reactivation: 15%; Menin MLL FP TR: -26%; NPC1 prom act: 0%; FLuc modulator: -8%; BRCA1 expr act: -17%; RORg inh: -1%; Gal4-VP16 FLuc: -8%; ELG1 genotoxic: 8%

How did COc1ccccc1N1CCN(CC(=O)Nc2cc(F)ccc2C)CC1 do in these assays?
PKM2 act: 2%; Rab9 promoter act: 1%; Giardia killer: -14; p53 reactivation: 0%; Menin MLL FP TR: inconclusive; NPC1 prom act: 1%; FLuc modulator: 17%; BRCA1 expr act: 11%; RORg inh: -1%; Gal4-VP16 FLuc: -4%; ELG1 genotoxic: -6%

What do the screens show for `CCc1ccc2c(c1)/C(=N/N(C)C(=S)NC)C(=O)N2`?
PKM2 act: 1%; Rab9 promoter act: 0%; Giardia killer: -3; p53 reactivation: -3%; Menin MLL FP TR: -8%; NPC1 prom act: -3%; FLuc modulator: 0%; BRCA1 expr act: -62%; RORg inh: 2%; Gal4-VP16 FLuc: 5%; ELG1 genotoxic: -2%

Results for Cc1ccc(NC(=O)CSCC(=O)Nc2ccccc2N2CCCC2)cc1 ?
Rab9 promoter act: 4%; Giardia killer: 13; p53 reactivation: 12%; NPC1 prom act: 6%; FLuc modulator: -11%; BRCA1 expr act: -10%; ELG1 genotoxic: -3%

How did CCOC(=O)c1c(C)nc2c(c1-c1cc(OC)ccc1OC)C(=O)CC(C)(C)C2 do in these assays?
PKM2 act: 0%; Rab9 promoter act: -4%; Giardia killer: -11; p53 reactivation: -4%; NPC1 prom act: -2%; FLuc modulator: -1%; BRCA1 expr act: -7%; RORg inh: 18%; Gal4-VP16 FLuc: 2%; ELG1 genotoxic: 0%

How did Cc1ccc(C(=O)NNC(=O)c2cccnc2SCc2cccc([N+](=O)[O-])c2)cc1 do in these assays?
PKM2 act: -12%; Rab9 promoter act: 3%; Giardia killer: 12; p53 reactivation: 8%; Menin MLL FP TR: 2%; NPC1 prom act: 1%; FLuc modulator: 2%; BRCA1 expr act: 30%; RORg inh: -23%; Gal4-VP16 FLuc: -10%; ELG1 genotoxic: 1%

Results for C/C(=N\NC(=O)c1[nH]c2c([N+](=O)[O-])cc(C)cc2c1-c1ccccc1)c1cccnc1 ?
PKM2 act: -5%; Rab9 promoter act: -9%; Giardia killer: -10; p53 reactivation: -4%; Menin MLL FP TR: -8%; NPC1 prom act: -9%; FLuc modulator: -7%; BRCA1 expr act: -19%; RORg inh: inconclusive; Gal4-VP16 FLuc: inconclusive; ELG1 genotoxic: 1%

How did CN(C)c1cccc(NC(=O)C2(C)CC2(Cl)Cl)c1 (configuration not stated) do in these assays?
PKM2 act: -5%; Rab9 promoter act: -1%; Giardia killer: 0; p53 reactivation: -5%; Menin MLL FP TR: -1%; NPC1 prom act: 1%; FLuc modulator: 0%; BRCA1 expr act: 3%; RORg inh: 2%; Gal4-VP16 FLuc: 4%; ELG1 genotoxic: 3%

How did Clc1c(-c2ccccc2)nnn1-c1ccccc1 do in these assays?
PKM2 act: -16%; Rab9 promoter act: 2.2µM*; Giardia killer: 16; p53 reactivation: inconclusive; Menin MLL FP TR: 1%; NPC1 prom act: 2.2µM*; FLuc modulator: 3.4µM*; BRCA1 expr act: inconclusive; RORg inh: -12%; Gal4-VP16 FLuc: -6%; ELG1 genotoxic: 8.2µM*

How did COC(=O)CSc1nc(C)cc(C)c1C#N do in these assays?
PKM2 act: -6%; Rab9 promoter act: -1%; Giardia killer: 8; p53 reactivation: 0%; Menin MLL FP TR: 23%; NPC1 prom act: 1%; FLuc modulator: 0%; BRCA1 expr act: 20%; RORg inh: -9%; Gal4-VP16 FLuc: 8%; ELG1 genotoxic: 0%

How did CC1(C(=O)NC(=S)N(CCC#N)c2ccccc2)CC1(Cl)Cl (configuration not stated) do in these assays?
PKM2 act: 0%; Rab9 promoter act: -3%; Giardia killer: -12; p53 reactivation: -5%; Menin MLL FP TR: 0%; NPC1 prom act: -1%; FLuc modulator: 5%; BRCA1 expr act: -29%; RORg inh: 13µM*; Gal4-VP16 FLuc: inconclusive; ELG1 genotoxic: -3%
